AMA1 RON2 block: inhibitors of Plasmodium falciparum AMA1-RON2 interaction; AlphaScreen AMA1-biotinylated RON2 peptide binding; Potency, µM (series often up to 58.2 µM), without a hit: at the highest dose activity change, negative = inhibition, most hits filed as inhibitors; hit rate 0.2% among 360,000; active = well fitted inhibition curve with a large enough effect; inconclusive = small, poorly fitted or top-dose-only effect; inactive = no such curve, though single readings can be large or run the other way;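 note: potency is the fitted concentration of half-maximal effect; 0% = vehicle wells and -100% = peptide control; nearly all actives have a fitted effect of over 45% in size; some results filed as inactive show a strong effect at the top dose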
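AMA1 (3D7) with his tag at 25 nM final met compounds first, then biotinylated RON2 peptide at 25 nM; detection used donor plus acceptor beads, 10 µg/mL apiece, read by AlphaScreen after 30 min at room temperature.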
HCMV inh: human cytomegalovirus inhibition. HFF cells, HCMV-luciferase reporter, 72 h; stronger effect = lower value. AID 1259415. activity change, negative = inhibition, % at 57.5 µM. hit rate 4.5% among 410,000; in the data active = activity change below about -60%; inconclusive = no clear call, values can overlap the other calls; inactive = above about -39%
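Steps: HFFs plated, 16 h 37C; compounds added; HCMV-luciferase added to MOI 1 PFU/cell; 72 h 37C; OneGlo reagent, 5 min room temperature; luminescence read, normalized to controls.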
Numbers without * were called inactive; ? = inconclusive; [ ] = dose if it differs, or a comment. Unless noted, % is set by controls: 0 for no effect and ±100 for the full control effect.

Every second line gives: AMA1 RON2 block | HCMV inh
CCN(CC)C(=O)C1=C(C)N(CCCOC)C(=O)C(CC(=O)NC2CC2)C1 (stereo not given)
  -3% | 15
O=C(NCC1CCCO1)c1nn2c(C(F)(F)F)cc(-c3ccco3)nc2c1Cl (stereo not given)
  9% | 4
CC(=O)C1CCC2C3CCC4CC(O)CCC4(C)C3CCC12C#N (stereo not given)
  10% | -19
CN1OC[C@@H]2CN(S(=O)(=O)c3cccc(C(F)(F)F)c3)[C@H](c3ccc(-c4cccnc4)cc3)C[C@@H]21
  -9% | -26
COC(=O)C1CCN(C2CN(Cc3ccc(F)cc3)S(=O)(=O)C2)CC1 (stereo not given)
  -2% | 1
CCOC(=O)[C@]12CCCC=C1N(Cc1ccco1)C(=O)[C@H](CC(=O)NCCc1ccccc1OC)C2
  -4% | 6
COc1cccc(-c2nc3n(n2)CCc2ccccc2-3)c1
  3% | 74
CCOC(=O)C1CCCN(C(=O)c2cccc3ccccc23)CC1 (stereo not given)
  2% | ?
COc1cc(-c2cnc3c(NC=O)cc(-c4ccccc4Cl)cn23)cc(OC)c1OC
  -1% | -77*
O=C(C[C@H]1C=C[C@@H](NC(=O)c2ccncc2)[C@@H](CO)O1)NCC1CC1
  2% | -3
COc1ccc(C(=O)NCC(=O)OCC(=O)c2ccccc2Br)cc1OC
  3% | 29
CN(C)c1ccc(C=NNc2nc3c([nH]2)c(=O)n(C)c(=O)n3C)cc1
  47%[activator] | -24
C=C[C@@]1(C)CC(=O)[C@]2(O)[C@@]3(C)[C@@H](O)CCC(C)(C)[C@@H]3[C@H](O)[C@H](OC(C)=O)[C@@]2(C)O1
  3% | 111
COc1cc(C(=O)N2CCN(c3ccccc3)CC2)c2ccccc2n1
  -8% | 0
O=C(Nc1cccc(Oc2ccccc2)c1)C1Cc2c(-c3ccco3)ccnc2O1 (stereo not given)
  ? | -14
Nc1ccc(CCc2ccc(N)cc2)cc1
  -4% | 28
O=C(NCCNc1ccc([N+](=O)[O-])cc1)c1cc(F)c(F)cc1Cl
  -8% | 7
CC(=O)Nc1cc(-c2ccc(C(=O)N3CCOCC3)cc2)cn2c(-c3ccc(F)cc3)cnc12
  36% | 71
CN1OC[C@@H]2CN(S(=O)(=O)c3ccccc3)[C@H](c3ccc(-n4ccnc4)cc3)C[C@@H]21
  -1% | -15
S=C(CN1CCCC1=S)N1CCOCC1
  -3% | 5

Part of the list above in order of formula weight, falling.
Every second line gives: AMA1 RON2 block | HCMV inh
CN1OC[C@@H]2CN(S(=O)(=O)c3ccccc3)[C@H](c3ccc(-n4ccnc4)cc3)C[C@@H]21
  -1% | -15
CCOC(=O)C1CCCN(C(=O)c2cccc3ccccc23)CC1 (stereo not given)
  2% | ?
Nc1ccc(CCc2ccc(N)cc2)cc1
  -4% | 28

(further entries)
Every second line gives: AMA1 RON2 block | HCMV inh
C=CCOc1cccc(C(=O)N(C)C2CCCN(Cc3ccccc3F)C2)c1 (stereo not given)
  -3% | ?
Cc1ccc(CN2CCN(CCCn3cnc4c(OCc5ccccc5)ncnc43)CC2)cc1
  0% | ?
CS(=O)(=O)N1CCCCC1c1cc(C(=O)Nc2ccc3c(c2)OCO3)no1 (stereo not given)
  19% | 114
O=C(Nc1ccc(Cl)c(C(F)(F)F)c1)C1Cc2c(-c3ccc4c(c3)OCO4)ccnc2O1 (stereo not given)
  -11% | ?
O=C(C1CCN(CCc2ccccc2)CC1)N1CCOCC1
  -19% | 15
CC1=C(C(=O)N(C(C)C)C(C)C)CC(CC(=O)NCCN2CCOCC2)C(=O)N1Cc1ccc(C(C)(C)C)cc1 (stereo not given)
  11% | -11
O=C(NCCN1CCCC(O)C1)c1cc(COc2cccc(C(F)(F)F)c2)on1 (stereo not given)
  12% | -1
c1ccc(C2c3ccccc3-n3nncc3CN2CC2CCCCC2)cc1 (stereo not given)
  -7% | 22
O=C(CSc1ccccc1)N1CCN(c2ccc(F)cc2)CC1
  5% | 13
COc1ccc(C2=Nc3ccccc3NC(=O)C2N(Cc2ccc(F)cc2)C(=O)c2ccco2)cc1 (stereo not given)
  -24% | 10
CC(NC(=O)C1CCN(Cc2ccc(Oc3ccccc3)cc2)CC1)c1cccc2ccccc12 (stereo not given)
  -21% | -37
O=[N+]([O-])c1cccc(-c2nnnn2-c2cccc(F)c2)c1
  -4% | 8
Cc1noc(C)c1NC(=O)Nc1ccc2c(c1)C(=O)N([C@H](C)CO)C[C@H](C)[C@@H](CN(C)S(=O)(=O)c1ccc(Cl)cc1)OCCCC[C@@H](C)O2
  8% | 7
C=CCN(c1ccc(F)cc1)S(=O)(=O)c1cc(C(=O)NC2CC2)ccc1Cl
  -8% | -35
CC(C)c1cc(C(=O)NCc2ccc(F)cc2)c(N)s1
  4% | 55
CC1CCCN(S(=O)(=O)c2ccc3c(c2)OCCO3)C1 (stereo not given)
  -4% | 3
Cc1ccccc1NC(=O)C(C)OC(=O)C1CCCO1 (stereo not given)
  1% | 21
COC(=O)CCC(C)C1CCC2C3CCC4CC(O)CCC4(C)C3CC(O)C12C (stereo not given)
  0% | -20
CC(=O)Nc1ccc(Nc2cc(C)nc3ccccc23)cc1
  -3% | 27
NC(=O)c1cccc(-c2ccnc3c2CC(C(=O)NCCc2ccccc2)O3)c1 (stereo not given)
  -1% | 22

Part of the list above, as labelled records.
Cc1ccc(CN2CCN(CCCn3cnc4c(OCc5ccccc5)ncnc43)CC2)cc1
  AMA1 RON2 block: 0%
  HCMV inh: ?
CC1=C(C(=O)N(C(C)C)C(C)C)CC(CC(=O)NCCN2CCOCC2)C(=O)N1Cc1ccc(C(C)(C)C)cc1 (stereo not given)
  AMA1 RON2 block: 11%
  HCMV inh: -11
O=C(CSc1ccccc1)N1CCN(c2ccc(F)cc2)CC1
  AMA1 RON2 block: 5%
  HCMV inh: 13
O=C(C1CCN(CCc2ccccc2)CC1)N1CCOCC1
  AMA1 RON2 block: -19%
  HCMV inh: 15

Next part
Every second line gives: AMA1 RON2 block | HCMV inh
CC(C)Cn1cnc2c(SCc3ccccc3F)nc(N)nc21
  2% | 1
Cn1c(=O)c2[nH]c(CCCCCc3nc4ccccc4[nH]3)nc2n(C)c1=O
  -9% | 6
CC12CCC(=O)C=C1C=CC1C2CCC2(C)C(O)CCC12 (stereo not given)
  8% | -30
CC(Oc1ccccc1)C(=O)N1CCC2(CC1)Oc1ccc(F)cc1C(=O)C21CC(c2cccnc2)=NO1 (stereo not given)
  -8% | 0
CCOc1ccc(/C=N/NC(=O)c2ccncc2)cc1OC
  17% | 71
CCOC(=O)[C@]12CCCC=C1N(Cc1ccccc1)C(=O)[C@H](CC(=O)N1CCCCCC1)C2
  -6% | -16
Cc1ccc(Cc2c(-c3ccc(F)cc3)nc3c(Cl)cc(C(F)(F)F)cn23)cc1
  8% | 2
COc1ccc(CN2C(=O)c3ccccc3C2c2nnnn2-c2ccc3c(c2)OCCO3)cc1 (stereo not given)
  2% | 1
O=C(CCCOc1ccc(Cl)cc1Cl)NC(Cc1ccccc1)C(=O)O (stereo not given)
  -1% | 13
O=C1C=C(C2CCCCC2)C(=O)c2ccccc21
  ? | 30
O=C(NCC1CC1)C1Cc2c(-c3ccccc3Oc3ccccc3)ccnc2O1 (stereo not given)
  -14% | 8
OCc1ccccc1-c1nc(NCC2CC2)nc2ccsc12
  24% | -31
C[C@@H]1CN([C@@H](C)CO)C(=O)CCCn2nncc2CO[C@H]1CN(C)C(=O)Nc1ccc(C(F)(F)F)cc1
  3% | 9
CC1(C(=O)Nc2ccc3ccccc3c2)CCC(=O)N1C1CC1 (stereo not given)
  16% | 36
COc1ccc(CN2C[C@@H](CO)O[C@@H](n3cnc4c(NCc5ccc(F)cc5)ncnc43)C2)cc1
  -13% | 67
Cc1cccc(C)c1NC(=O)C(c1ccccc1F)n1c(=O)c(-c2ccccc2)nc2ccccc21 (stereo not given)
  12% | -27
CCNC(=O)c1cc2c(c(-c3cccc(-c4ccccc4F)c3)n1)[C@@H](CCO)N(C(=O)CC)C2
  14% | 2
CC(=O)Nc1cc(-c2ccc(C(=O)N3CCOCC3)cc2)cn2c(-c3ccccc3)cnc12
  5% | 11
CSCCC(NC(=O)COc1ccccc1)C(=O)OCc1ccc(Cl)cc1 (stereo not given)
  -27% | -18
O=C(NCc1cccs1)C1C(=O)Nc2ccccc2C(=O)N1Cc1ccccc1 (stereo not given)
  7% | ?
COc1ccc(CNC[C@H]2O[C@@H](n3ccc(=O)[nH]c3=O)[C@H](O)[C@@H]2O)cc1OC
  2% | -13
CC(C)C1Cc2ccccc2-c2[nH]c(=S)[nH]c(=O)c21 (stereo not given)
  88%[activator] | ?
O=C(C[C@@H]1CC[C@H](NS(=O)(=O)c2ccccc2F)[C@@H](CO)O1)NCCCN1CCOCC1
  3% | 12
COc1ccc(C=NNC(=S)NN=Cc2ccc(OC)c(OC)c2)cc1OC
  53%[activator] | -102*
COc1ccc(-c2ccc3c(c2)CNCc2cnnn2-3)cc1
  3% | 49
CSc1ccc(CN2CCC(C)(Oc3cccc(C#N)c3)C2)cc1 (stereo not given)
  -25% | -19
Cc1ccc(S(=O)(=O)N2[C@H](CC(=O)c3cccs3)OC[C@@H]2C(C)C)cc1
  -6% | ?
Cc1ccc(N2CCN(C3C(=O)Nc4ccccc4-n4nnnc43)CC2)cc1 (stereo not given)
  -8% | 21
CCCC1NC(=O)c2cc3ccccc3cc2-n2c1nc1cc(F)ccc1c2=O (stereo not given)
  1% | -9
Cc1cccc(C)c1NC(=O)C(C1CC1)n1c(=O)c(-c2ccccc2)nc2ccccc21 (stereo not given)
  0% | -8
Cc1ccc(S(=O)(=O)N(C)C[C@@H]2OCc3ccccc3-c3c(n(C)c4ccccc34)C(=O)N([C@H](C)CO)C[C@@H]2C)cc1
  -4% | -60*
C[C@@H]1CN([C@H](C)CO)C(=O)c2cc(C#CC3CC3)cnc2O[C@H]1CN(C)S(C)(=O)=O
  9% | 3
Cc1cccc(-c2cnc(C(O)Cc3ccccc3)[nH]2)c1 (stereo not given)
  6% | 3
Cc1cc(C)nc(NS(=O)(=O)c2ccc(NCN3C(=O)c4ccccc4C3=O)cc2)n1
  3% | -8
C=CC[C@]12C=C(OC)C(=O)C=C1O[C@@H](c1ccc3c(c1)OCO3)[C@H]2C
  -7% | 13
O=C(O)C[C@H]1c2ccccc2S(=O)(=O)N1C1CCCC1
  1% | -14
ClC(Cl)(Cl)C1=NCc2nnn(Cc3ccccc3)c2N1
  0% | 67
NC(=O)Cn1c(S(=O)(=O)Cc2ccccc2)nc2ccccc21
  2% | -23
CNC(=O)C[C@H]1C(=O)N(c2ccc(OC)cc2)C[C@@H]1C
  -3% | -30
Cc1c(Cc2ccccc2)sc(NC(=O)Cc2ccccc2)c1C(N)=O
  0% | -15

(cont.)
Molecule	AMA1 RON2 block	HCMV inh
NS(=O)(=O)c1nc[nH]c1[N+](=O)[O-]	18%	-3
O=C(N/C(=C/c1ccccc1Cl)C(=O)N1CCCCC1)c1ccco1	-6%	-5
N#Cc1ccc(S(=O)(=O)N2CCN(C(=O)c3cn(-c4ccccc4)nc3-c3cccnc3)CC2)cc1	17%	27
CCOC(=O)c1ccc(Nc2ccc(C(C)=O)cc2)cc1	12%	71
COc1ccc(C(=O)NC(=S)Nc2ccc3[nH]c(=O)[nH]c3c2)cc1Br	18%	-6
C[C@H]1CN[C@@H](CCO)/C1=C\c1ccccc1	0%	-8
COc1ccc(CCN2CCC(CN3C(=S)NC[C@@H]3CC(C)C)CC2)cc1OC	-5%	-30
CN(CC(=O)Nc1ccc(F)c(F)c1F)C(=O)Cc1ccc(S(=O)(=O)N2CCOCC2)s1	8%	115
COc1cc(C2c3cc4c(cc3OC(N3CCCCC3)C2C)OCO4)cc(OC)c1O (stereo not given)	13%	-5
Cc1ccc(CNC(=O)CSc2nnc(CNC(=O)c3ccc(F)cc3)o2)cc1	-4%	-6
CC1=N/C(=C\c2ccccc2Cl)C(=O)O1	-11%	24
COc1cccc(C(=O)NCC2CCCN(C(=O)Cc3cccc(C)c3)C2)c1OC (stereo not given)	9%	6
C=CCC1(CCCCC)C(=O)NC(=S)NC1=O	14%	-31
CC(=O)Nc1ccc(C(C#N)=Cc2ccc(N(C)CCC#N)cc2)cc1	-8%	-32
c1ccc(-c2cc(-c3ccccc3)ncn2)cc1	45%[activator]	-6
Cc1ccc(C2(C)NC(=O)N(CC(=O)Nc3cc(S(=O)(=O)N4CCOCC4)ccc3OC(C)C)C2=O)cc1 (stereo not given)	-4%	4
COc1ccc(OC)c(CN2C(=O)CN(S(C)(=O)=O)CC2(C)C(=O)Nc2c(C)cccc2C)c1 (stereo not given)	0%	-7
CC1(C)C(=Cc2ccccc2)C(=O)c2ccccc21	5%	?
CN(C)c1cccc(CNC(=O)c2ccc3nc([C@H]4C[C@H](O)[C@@H](CO)O4)[nH]c3c2)c1	-14%	-1
CCOC(=O)C1CCC(C(=O)OCC)N1c1ccc(C=O)cc1 (stereo not given)	5%	0
CC(C)C(N)c1csc(Nc2ccc(C(F)(F)F)cn2)n1 (stereo not given)	106%[activator]	28
COc1cc(NC(=O)CC[C@H]2O[C@@H](n3cnc4c(NC(=O)c5ccccc5)ncnc43)[C@H](O)[C@@H]2O)cc(OC)c1OC	-6%	-6
COC(=O)c1ccc(Cn2c(C)c(C(=O)NCc3ccco3)sc2=O)o1	12%	37
CCOC(=O)c1nnsc1C(OC)Oc1ccccc1 (stereo not given)	-11%	-12

Source: PubChem BioAssay (National Center for Advancing Translational Sciences (NCATS))

An excerpt; count on the stated rates, not on these rows.
